High-throughput results: PubChem, several laboratories
STEP block: STEP phosphatase inhibitors, primary screen, biochemical, fluorescence intensity, uHTS | recombinant STEP, OMFP fluorogenic substrate | AID 588621, 2011 | 0.25% of 360,000 active | inhibition, % at 20 µM;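 active = inhibition at 20 µM, scaled per plate between control wells, above about 37%, limit read from the data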;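 also: 0% = DMSO with enzyme and substrate and 100% = substrate only without enzyme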
Target sequence (P54829 whole entry, looked up): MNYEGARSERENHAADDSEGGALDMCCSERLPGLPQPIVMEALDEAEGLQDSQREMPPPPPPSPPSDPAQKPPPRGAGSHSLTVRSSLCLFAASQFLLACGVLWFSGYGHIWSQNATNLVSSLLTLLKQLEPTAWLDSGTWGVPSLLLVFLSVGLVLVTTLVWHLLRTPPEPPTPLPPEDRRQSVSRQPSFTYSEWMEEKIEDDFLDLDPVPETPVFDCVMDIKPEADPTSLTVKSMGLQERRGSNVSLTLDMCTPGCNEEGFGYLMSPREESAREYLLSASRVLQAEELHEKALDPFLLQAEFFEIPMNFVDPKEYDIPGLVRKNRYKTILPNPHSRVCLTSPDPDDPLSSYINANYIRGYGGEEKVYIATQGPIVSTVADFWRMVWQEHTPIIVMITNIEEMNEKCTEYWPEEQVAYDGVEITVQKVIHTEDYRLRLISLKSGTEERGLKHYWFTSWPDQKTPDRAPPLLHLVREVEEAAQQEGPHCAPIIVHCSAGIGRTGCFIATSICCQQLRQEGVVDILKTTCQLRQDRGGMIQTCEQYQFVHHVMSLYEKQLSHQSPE
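Assay system: isolated STEP enzyme / Timing: 20 min at room temperature, dark / Doses: 20 µM, 1% DMSO / Technique: fluorescence intensity, excitation 480 nm, emission 540 nm / Reagent: fluorogenic phosphatase substrate OMFP at 25 µM final / Measure: percent inhibition scaled to no-enzyme and uninhibited-enzyme controls, plate-pattern corrected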
DNMT1 inh: human DNMT1 methyltransferase inhibitors, primary screen, biochemical, molecular beacon, fluorescence, HinP1I cleavage, uHTS. 0.83% of 360,000 active. AID 588458, 2011. inhibition (reported as % activation of signal), % at 10 µM. DNA (cytosine-5)-methyltransferase 1 (Homo sapiens), P26358; in the data active = inhibition above about 50%
Neddyl block: inhibitors of cullin neddylation, primary screen, biochemical, TR-FRET, uHTS, NAE and Ubc12; NEDD8-conjugating enzyme Ubc12 (Homo sapiens) + NEDD8-activating enzyme E1 regulatory …; calls only at 25 µM; 0.58% of 360,000 active; in the data active = inhibition above about 36%
LMPTP block: LMPTP phosphatase inhibitors, primary screen, biochemical, fluorescence intensity, uHTS | recombinant LMPTP-A, OMFP fluorogenic substrate | inhibition, % at 20 µM | 0.22% of 360,000 active | AID 651560, 2012;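 active = compounds that cut the enzyme signal by at least half of the control window in the single-dose screen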;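 also: plate controls were DMSO wells with enzyme plus substrate for no effect and substrate without enzyme for full effect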
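Assay system: LMPTP-A, protein tyrosine phosphatase of low molecular weight / Medium: pH 6.0 Bis-Tris buffer with DTT and Triton X-100 / Schedule: 50 min enzyme reaction at room temperature, protected from light / Measured by: endpoint fluorescence intensity from OMFP dephosphorylation / Read-out basis: % inhibition relative to no-enzyme and uninhibited control wells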
NadD inh: inhibitors of S. aureus NadD, primary screen, biochemical, colorimetric, uHTS. purified NadD enzyme, colorimetric absorbance read-out. inhibition, % at 20 µM. 0.78% of 360,000 active; in the data active = inhibition above about 26%; also: some compounds past the cut are filed as inactive
CSN inh: inhibitors of CSN-mediated cullin deneddylation, primary screen, biochemical, fluorescence polarization, uHTS; 0.38% of 360,000 active; inhibition, % at 12.5 µM; COP9 signalosome complex subunit 5 (Homo sapiens), Q92905; Purified CSN, SCF-Nedd8-OG deneddylation;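 active = pattern-corrected inhibition above about 35%, with an unprinted fluorescence ratio check between 0.5 and 1.5, limit read from the data, passing the limit was not always enough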;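 also: 0% = enzyme with substrate and 100% = substrate without enzyme; some results filed as inactive read as strong as hits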
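Assay system: HEK293T-derived human Csn5 enzyme; quantity: 0.24 nM enzyme; medium: Tris/NaCl/DTT buffer, pH 7.5; also added: substrate SCFSkp2-Nedd8OG, 10 nM; doses: 12.5 µM compound; schedule: 90 min reaction at room temperature; signal: FP; read-out: % inhibition of substrate cleavage by Csn5; benchmarks: substrate-only high control, full reaction low control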
Scp1 inh: Scp-1 phosphatase inhibitors, primary screen, biochemical, colorimetric, uHTS; 0.88% of 340,000 active; inhibition, % at 20 µM; Recombinant Scp1, phosphopeptide, malachite green phosphate absorbance; AID 493091, 2011; Carboxy-terminal domain RNA polymerase II polypeptide A small phosphatase 1 (Homo …;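 active = inhibition above about 50% at 20 µM, limit read from the data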;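 also: plate controls were DMSO wells with enzyme for no effect and wells lacking enzyme for full effect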
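System: SCP-1 catalytic domain; Reagent: Phospho 17-mer peptide substrate; Doses: one concentration, 20 µM, with 1.0% DMSO; Incubation: 45 min room-temperature reaction, 5 min colour, 30 min stabiliser; Signal: Phosphate-binding colour reagent, absorbance read at 630 nm.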
SUMO1-SIM PPI: modulators of SUMO1 protein-protein interactions, primary screen, biochemical, uHTS. inhibition, % at 20 µM. SUMO1 binding to a labelled peptide, TR-FRET, 1 h. Small ubiquitin-related modifier 1 (Homo sapiens), P63165. 0.33% of 360,000 active; in the data active = inhibition above about 37%
Target sequence (P63165 whole entry, looked up): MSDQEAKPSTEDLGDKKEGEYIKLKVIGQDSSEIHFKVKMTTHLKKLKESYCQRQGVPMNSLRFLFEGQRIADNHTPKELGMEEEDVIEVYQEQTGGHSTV
Rin1-Abl PPI inh: inhibitors of Rin1-Abl protein binding, primary screen, biochemical, TR-FRET. Tyrosine-protein kinase ABL1 (Homo sapiens) + Ras and Rab interactor 1 (Homo sapiens), …. inhibition, % at 7.35 µM. 0.4% of 360,000 active; in the data active = inhibition above about 5%, passing the limit was not always enough
Rpn11 inh: Rpn11 (PSMD14) deubiquitinase inhibitors, primary screen, biochemical, fluorescence polarization, uHTS; 26S proteasome non-ATPase regulatory subunit 14 (Homo sapiens), O00487; human 26S proteasome, Ub4-pepOG fluorescence polarization; 20S core pre-blocked with epoxomicin; calls only at 20 µM; 0.59% of 360,000 active; AID 588493, 2011;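 active = inhibition at 20 µM, scaled to each plate's controls, above about 33%, limit read from the data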
Target sequence (O00487 whole entry, looked up): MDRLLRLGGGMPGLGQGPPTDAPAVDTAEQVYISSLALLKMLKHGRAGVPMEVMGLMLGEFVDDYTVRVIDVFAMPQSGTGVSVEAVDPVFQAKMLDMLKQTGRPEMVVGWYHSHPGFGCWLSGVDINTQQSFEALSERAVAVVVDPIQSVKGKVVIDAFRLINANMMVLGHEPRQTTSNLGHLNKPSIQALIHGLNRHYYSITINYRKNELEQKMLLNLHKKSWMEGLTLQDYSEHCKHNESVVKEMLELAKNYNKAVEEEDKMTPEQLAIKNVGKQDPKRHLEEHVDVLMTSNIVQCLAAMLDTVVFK
* marks the source's active call; other numbers are inactive results; i = inactive; nt = not tested or not shown.

STEP block,DNMT1 inh,Neddyl block,LMPTP block,NadD inh,CSN inh,Scp1 inh,SUMO1-SIM PPI,Rin1-Abl PPI inh,Rpn11 inh,Molecule
4,3,i,1.5,4,2,nt,-8,2,i,CCOC1=C2[C@@H](CN(S(=O)(=O)c3ccc(C)cc3)[C@H]2c2ccccc2)[C@H]2C(=O)N(c3ccccc3)C(=O)[C@H]2C1
0,-2,i,-0.1,1,4,-5,-17,-4,i,O=C(NNC(=O)c1ccccc1[N+](=O)[O-])c1ccc(NS(=O)(=O)c2cccs2)cc1
6,-3,i,8.2,-3,1,10,0,-4,i,CC1CCCCN1C(=O)CSc1nc(C2CC2)nc2c1cnn2-c1ccccc1 (configuration not stated)
-4,2,i,-1.7,2,4,4,18,2,i,CC(=O)Nc1ccc(S(=O)(=O)N(C)CC(=O)OCC(=O)Nc2cccnc2Cl)cc1
0,5,i,1.0,4,-2,-1,-26,0,i,N#Cc1cc([N+](=O)[O-])ccc1Oc1ccc(-c2nnco2)cc1
-2,1,i,-1.6,2,-3,-5,7,-1,i,O=C(COc1ccccc1)Nc1cccc(-c2nn[nH]n2)c1
9,4,i,1.8,0,-5,-2,-33,2,i,O=[N+]([O-])c1cc(-c2ccccc2)cc([N+](=O)[O-])c1O
-1,-20,i,0.6,-1,1,-3,7,-4,i,Nc1ccc2nc(-c3ccccc3)[nH]c2c1
-3,-8,i,-1.6,-2,1,-6,-1,2,i,COc1cccc2c1C(=O)CC2NC(=O)C(F)(F)F (configuration not stated)
2,-2,i,1.4,3,0,-5,-1,-1,i,Cc1ccc(-c2nc(CS(=O)(=O)CC(=O)NC3CCC(C)CC3)c(C)o2)cc1 (configuration not stated)
-1,1,i,-0.7,-1,-1,-6,2,-2,i,Cc1ccc(NC(=O)CN(C)C(=O)Nc2ccc(C)cc2)cc1
2,-2,i,0.4,1,-1,-4,2,-1,i,COc1cccc(N2CCN(C(=O)c3cc4c(OC)c(OC)c(OC)cc4[nH]3)CC2)c1
0,2,i,4.1,4,2,6,-2,1,i,Cc1ccc(CNC(=O)c2ccc(S(=O)(=O)Nc3c(C)n(C)n(-c4ccccc4)c3=O)cc2)cc1
-3,2,i,-1.3,-2,6,nt,-8,2,i,COC(=O)c1ccc(-c2nc(CN3CCN(C(=O)c4ccco4)CC3)c(C)o2)cc1
5,1,i,-0.9,-10,3,-5,6,3,i,CC(=O)Nc1ccc(SCC(=O)Nc2sccc2C#N)cc1

Following part:
STEP block,DNMT1 inh,Neddyl block,LMPTP block,NadD inh,CSN inh,Scp1 inh,SUMO1-SIM PPI,Rin1-Abl PPI inh,Rpn11 inh,Molecule
nt,nt,i,-1.1,5,0,nt,3,nt,nt,CCOC(=O)[C@]12CCCC=C1N(Cc1ccc3c(c1)OCO3)C(=O)[C@H](CC(=O)NCCCOC)C2
-1,-4,i,-0.4,3,3,-3,-5,4,i,COCCCn1c(-c2ccc(OC)cc2)nc2c1c(=O)[nH]c(=O)n2Cc1ccccc1
-2,2,i,-12,3,-3,10,19,1,i,CCn1c(=O)c2c3c(sc2n2c(=S)[nH]nc12)CCC3
-2,0,i,-2.4,-4,3,-5,7,-3,i,Cc1cc2ncn(S(=O)(=O)c3ccc(F)cc3)c2cc1C
-1,-8,i,2.3,4,7,-1,0,4,i,NS(=O)(=O)c1ccc(CNc2ncnc3sccc23)cc1
18,-1,i,-1.1,3,0,9,-4,-1,i,CC(OC(=O)c1cc[n+]([O-])cc1)C(=O)Nc1ccc(Cl)cn1 (configuration not stated)
-1,-1,i,0.2,10,-2,-6,-5,-4,i,Cc1ccc2c(CN3C(=O)NC4(CCCCC4)C3=O)cc(=O)oc2c1C
-4,1,i,-0.6,-5,18,12,-10,-3,i,CCN1/C(=C2/SC(=S)N(NC(C)=O)C2=O)Sc2ccccc21
-4,1,i,0.6,2,-2,-10,12,2,i,Cc1nn(CC(=O)NC2CCS(=O)(=O)C2)c(C)c1[N+](=O)[O-] (configuration not stated)
0,-2,i,0.8,1,1,-19,3,-4,i,COc1ccccc1C(=O)N(Cc1nc(-c2ccc(Cl)cc2)no1)C(C)C
1,4,i,2.4,-4,-1,-4,0,0,i,Cc1ccc(C(=O)Nc2ccccc2N2CCCCC2)cc1
-4,5,i,-2.1,0,-4,-4,-2,-4,i,O=c1c(Cl)c(NCCO)ncn1-c1ccccc1
-2,4,i,-1.2,-11,-2,-11,2,2,i,CN(C(=O)COC(=O)CNC(=O)c1ccccc1Cl)c1ccccc1
-2,-2,i,-1.1,1,3,-1,-19,-2,i,CCC(C)(C)NC(=O)/C=C/c1cnc2ccccc2n1
4,8,i,-2.3,0,2,-10,3,3,i,O=c1oc2ccccc2c(=O)c2ccccc12

New compounds follow:
STEP block,DNMT1 inh,Neddyl block,LMPTP block,NadD inh,CSN inh,Scp1 inh,SUMO1-SIM PPI,Rin1-Abl PPI inh,Rpn11 inh,Molecule
4,-3,i,-0.8,-1,-1,-5,5,1,i,Cn1c(=O)c2c(nc(OC3CCCC3)n2C)n(C)c1=O
1,-1,nt,-1.5,-8,0,-3,-1,7,i,COc1ccc2cc(C#N)c(Nc3cccc(F)c3)nc2c1
-2,0,i,-0.8,-7,-4,-1,-6,2,i,O=C(NCC1CCCO1)c1cccc(S(=O)(=O)Nc2ccc(F)cc2)c1 (configuration not stated)
-4,-3,i,1.6,2,0,3,1,5,i,O=C(O/N=C(\c1ccccc1)c1ccccn1)c1ccc(Cl)c(Cl)c1
3,2,i,-1.5,-3,-2,1,-5,1,i,Cc1csc(=S)n1-c1ccccc1
1,0,i,-0.2,-5,4,nt,-1,-5,i,N#CC(CC(=O)OCc1ccccc1)NC(=O)OCc1ccccc1 (configuration not stated)
-1,5,i,0.5,7,3,0,0,1,i,CCc1ccc(-c2nc(C(N)=O)c3[nH]c(=O)n(-c4ccccc4OC)c3n2)cc1
2,30,i,-0.4,-1,-3,-7,1,-7,i,O=c1[nH]c(SCc2ccccc2)nc2c1sc1ccccc12
-1,-3,i,0.1,8,-3,nt,-1,4,i,O=C(CCNC(=O)c1ccccc1Cl)Nc1ccc2c(c1)OCCO2
1,1,i,-1.2,1,-2,-1,1,-2,i,COc1cc2sc(C)nc2cc1C
-2,0,i,-1.0,-1,0,8,-10,-2,i,Cc1cc(O)ccc1Nc1nc(-c2cccnc2)cs1
1,0,i,1.3,2,4,-7,4,0,i,O=C(NCCC1=CCCCC1)C1CCN(c2nnc(-n3cccc3)s2)CC1
2,-2,i,1.5,0,-3,nt,-1,4,i,CCOC(=O)C1=C[C@@H](C(C)(C)C)N(S(=O)(=O)c2ccc(OC)cc2)[C@H]1c1ccccc1
3,4,i,0.2,-5,-4,-5,-2,2,i,Cc1cc(C(=O)NNC(=O)C(C)NS(=O)(=O)c2ccccc2F)c(C)o1 (configuration not stated)
-3,-27,i,-0.5,-8,0,1,3,-4,i,CCOC(=O)C1=C(N)Oc2cc(O)ccc2C1c1cccc(Cl)c1 (configuration not stated)
1,1,i,0.9,-1,0,-2,3,-3,i,Cc1ccccc1OCC(=O)N/N=C/c1c(C)nn(-c2ccccc2)c1Cl
1,0,i,0.7,-4,13,-1,-7,1,i,CCOc1ccccc1C1CC(c2cccs2)=NN1S(C)(=O)=O (configuration not stated)

Grouped by structure, those above with a Cl atom (9)
STEP block,DNMT1 inh,Neddyl block,LMPTP block,NadD inh,CSN inh,Scp1 inh,SUMO1-SIM PPI,Rin1-Abl PPI inh,Rpn11 inh,Molecule
-4,2,i,-1.7,2,4,4,18,2,i,CC(=O)Nc1ccc(S(=O)(=O)N(C)CC(=O)OCC(=O)Nc2cccnc2Cl)cc1
18,-1,i,-1.1,3,0,9,-4,-1,i,CC(OC(=O)c1cc[n+]([O-])cc1)C(=O)Nc1ccc(Cl)cn1 (configuration not stated)
0,-2,i,0.8,1,1,-19,3,-4,i,COc1ccccc1C(=O)N(Cc1nc(-c2ccc(Cl)cc2)no1)C(C)C
-4,5,i,-2.1,0,-4,-4,-2,-4,i,O=c1c(Cl)c(NCCO)ncn1-c1ccccc1
-2,4,i,-1.2,-11,-2,-11,2,2,i,CN(C(=O)COC(=O)CNC(=O)c1ccccc1Cl)c1ccccc1
-4,-3,i,1.6,2,0,3,1,5,i,O=C(O/N=C(\c1ccccc1)c1ccccn1)c1ccc(Cl)c(Cl)c1
-1,-3,i,0.1,8,-3,nt,-1,4,i,O=C(CCNC(=O)c1ccccc1Cl)Nc1ccc2c(c1)OCCO2
-3,-27,i,-0.5,-8,0,1,3,-4,i,CCOC(=O)C1=C(N)Oc2cc(O)ccc2C1c1cccc(Cl)c1 (configuration not stated)
1,1,i,0.9,-1,0,-2,3,-3,i,Cc1ccccc1OCC(=O)N/N=C/c1c(C)nn(-c2ccccc2)c1Cl
